SSB-PriA inh = blocks PriA binding to SSB C-terminal tail | AlphaScreen SSBct-PriA binding, biotinylated peptide | inhibition, % at 33 µM | 0.6% of 430,000 active | AID 1272365; in the data active = inhibition mostly above about 37%, no sharp cut-off; inactive = mostly below about 20%;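 also: plate controls were negative control peptide for no effect and reference peptide for full effect; strong numbers were not always called active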
BioA inh = BioA (M. tuberculosis) enzyme inhibition; purified M. tuberculosis BioA enzyme, plate reader; inhibition, % at 9.99 µM; 0.096% of 360,000 active; in the data active = inhibition above about 40%
GDH-TPI inh = inhibits GDH-TPI coupling enzymes, artifact for Mtb FBA screen; 1.2% of 360,000 active; inhibition, % at 4.8 µM; GDH-TPI coupled enzyme counterscreen, NADH absorbance; in the data active = inhibition above about 30%;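 also: 0% = DMSO wells and 100% = wells lacking the enzyme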
MazEF act = increases E. coli MazEF RNase cleavage of RNA; P0AE70; FAM/BHQ RNA-DNA oligo cleavage fluorescence, 5 h; 0.32% of 350,000 active; activation, % at 20 µM; in the data active = activation above about 50%
Mtb UGM inh = blocks M. tuberculosis UGM enzyme; inhibition, % at 10 µM; purified UGM, fluorescence polarization probe displacement; P9WIQ1; 0.06% of 320,000 active; in the data active = inhibition above about 10%, passing the limit was not always enough
Target sequence (P9WIQ1 whole entry, looked up): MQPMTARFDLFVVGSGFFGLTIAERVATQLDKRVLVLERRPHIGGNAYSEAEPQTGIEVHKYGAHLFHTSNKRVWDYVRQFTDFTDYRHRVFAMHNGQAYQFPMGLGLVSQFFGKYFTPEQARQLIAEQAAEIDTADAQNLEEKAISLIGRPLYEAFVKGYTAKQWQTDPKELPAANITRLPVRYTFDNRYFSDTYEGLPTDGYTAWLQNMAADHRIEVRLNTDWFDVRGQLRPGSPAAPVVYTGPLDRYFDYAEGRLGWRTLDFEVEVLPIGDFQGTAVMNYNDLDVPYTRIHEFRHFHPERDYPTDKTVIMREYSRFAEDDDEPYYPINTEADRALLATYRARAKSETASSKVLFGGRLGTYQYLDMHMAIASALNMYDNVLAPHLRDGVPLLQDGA
Mtb FBA inh = inhibits M. tuberculosis FBA enzyme. inhibition, % at 1 µM. P9WQA3. purified M. tuberculosis FBA, fluorescence read-out. 2.3% of 360,000 active; in the data active = inhibition above about 27%;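 also: 0% = vehicle and 100% = reference inhibitor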
BH1578 lux ind = inducers of Vibrio cholerae quorum light production without autoinducers. 0.16% of 350,000 active. activation, % at 18.7 µM. V. cholerae BH1578 lux reporter, luminescence, 6 h; in the data active = activation mostly above about 9.7%, no sharp cut-off; also: not every result past the cut was called active; inactives centre near 0; reference of the scale not given here
SARS 3CLpro inh = SARS-CoV 3CLpro protease inhibition | P0C6X7 | recombinant SARS-CoV 3CLpro, quenched FRET peptide cleavage | inhibition, % at 6 µM | 0.14% of 290,000 active; in the data active = inhibition above about 12%
DUSP3 inh = blocks human VHR1 dual specificity phosphatase; recombinant VHR phosphatase, pNPP absorbance; inhibition, % at 13.3 µM; 0.52% of 290,000 active; AID 1654; in the data active = inhibition above about 50%; also: some compounds called inactive have numbers as strong as hits
Target sequence (P51452 whole entry, looked up): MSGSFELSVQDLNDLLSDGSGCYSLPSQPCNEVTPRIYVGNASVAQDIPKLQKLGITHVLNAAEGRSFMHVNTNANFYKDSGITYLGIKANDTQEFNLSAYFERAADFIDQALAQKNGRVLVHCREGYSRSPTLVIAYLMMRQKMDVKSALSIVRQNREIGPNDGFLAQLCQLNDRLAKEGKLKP
Rv3671c protease = inhibits the M. tuberculosis serine protease Rv3671c; P9WHR9; inhibition, % at 5.96 µM; 0.048% of 320,000 active; AID 2606; in the data active = inhibition above about 38%;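 also: extracellular domain of Rv3671c used as enzyme; 0% = enzyme with DMSO and 100% = no enzyme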
Target sequence (P9WHR9 whole entry, looked up, the tested form may be a part): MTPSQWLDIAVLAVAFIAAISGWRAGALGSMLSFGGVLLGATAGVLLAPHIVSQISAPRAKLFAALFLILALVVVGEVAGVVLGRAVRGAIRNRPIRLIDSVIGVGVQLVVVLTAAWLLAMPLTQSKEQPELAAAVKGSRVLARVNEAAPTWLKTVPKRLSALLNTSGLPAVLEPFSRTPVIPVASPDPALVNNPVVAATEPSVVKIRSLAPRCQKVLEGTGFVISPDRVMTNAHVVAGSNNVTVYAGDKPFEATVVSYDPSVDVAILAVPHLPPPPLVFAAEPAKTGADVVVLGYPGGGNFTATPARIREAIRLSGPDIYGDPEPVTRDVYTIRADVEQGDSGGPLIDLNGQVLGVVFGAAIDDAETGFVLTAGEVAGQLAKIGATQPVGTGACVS
The depositor's hits bear a star; i = inactive; . = not tested or not shown. These rows are one share of the data; the hit share may differ from the screen's.

SMILES	SSB-PriA inh	BioA inh	GDH-TPI inh	MazEF act	Mtb UGM inh	Mtb FBA inh	BH1578 lux ind	SARS 3CLpro inh	DUSP3 inh	Rv3671c protease
CC12CC(NC(=O)N1c1cccc(C(=O)N3CCN(c4ccccc4)CC3)c1)c1ccccc1O2 (centres undefined)	5	3.0	-3	4	2.6	3	-7.7	1	7	-3
Cc1cc(C)c2nc3sc(=Cc4ccc(-c5ccccc5C(=O)O)o4)c(=O)n3c2c1	.	0.6	1	.	.	-2	-0.7	.	.	.
Cc1ccc(NC(=O)/C=C/c2ccco2)nc1	2	.	32*	-2	-2.0	0	-0.3	0	12	3
O=C(CSc1nc2nc(-c3cccs3)cc(C(F)(F)F)c2c(=O)[nH]1)NCc1ccco1	-13	5.1	7	1	2.1	95*	-1.2	2	-1	3
CCc1ccc(OCC(=O)NC2CCCCC2)c(Br)c1	-40	4.9	3	1	1.7	0	i	7	1	5
COCCCNC(=O)/C(C#N)=C/c1c(N2CCN(c3ccccc3)CC2)nc2ccccn2c1=O	16	2.9	6	-2	1.9	91*	i	-4	20	-2
C=CCNc1nc(C(=O)OCC(=O)NCc2ccccc2OC)cs1	-11	-1.1	4	1	-1.4	3	i	.	.	-7
COc1ccc(S(=O)(=O)N2CCOCC2)cc1NC(=O)CSc1nnc(N)s1	-11	2.9	4	5	1.3	-4	-1.8	.	.	-1
O=C(/C=C/c1ccco1)OCC(=O)c1ccc(OC(F)F)cc1	-9	-0.3	13	-3	-2.6	-2	i	.	.	-1
COc1ccc(CCC(=O)O)cc1OC	-14	.	-5	2	1.6	8	0.3	-5	17	-2
Cc1cc(C)n(-c2nc(NCCN(C)C)c3c4c(sc3n2)COC(C)(C)C4)n1	-10	1.3	-4	13	0.2	3	-0.2	1	17	-3
CC(C)Cn1c(SCc2nnc(-c3cccs3)o2)nc(O)cc1=O	-12	14	5	0	-2.2	5	5.9	1	32	-24
Cc1cccc(C)c1NC(=O)CN1CCN(C(=O)CNC(=O)c2ccc(N3CCCC3=O)cc2)CC1	2	0.5	-3	7	-4.0	0	-10	.	.	-14
CC(=O)Nc1ccc(N(C(=O)CNC(=O)c2cccs2)C(C(=O)NCC2CCCO2)c2ccccc2)cc1 (centres undefined)	-2	-2.0	-12	-15	-2.4	1	-0.3	-7	-3	-3
CC(C)C[C@H](NC(=O)OC(C)(C)C)C(=O)N/N=C/c1ccc2nccnc2c1	.	4.3	28	13	-1.5	0	-0.5	3	19	6
CN1CCN(C(=O)N(c2ccccc2)c2ccccc2)CC1	-1	-0.2	-5	20	-0.4	-2	-0.5	.	.	-3
O=C(CN1C(=O)C2(OCCO2)c2cc(Br)ccc21)NO	-6	.	3	9	2.9	-1	-0.4	.	.	12
CCOC(=O)C1=C2N(C)c3ccccc3N2CCC1=O	-10	-0.1	7	0	-0.9	2	-0.6	0	18	7
N#Cc1ccc(-c2ccc(C3Nc4ccccc4C(=O)N3O)o2)cc1 (centres undefined)	2	-0.8	15	5	-0.7	6	-8.1	.	.	-7
NS(=O)(=O)c1ccc(CNC(=O)COc2ccc3c4c(c(=O)oc3c2)CCCC4)cc1	-6	1.3	-1	165*	-1.2	0	i	-3	13	-7

Entries shown so far with a furan ring, fused or not, in the order listed:
SMILES	SSB-PriA inh	BioA inh	GDH-TPI inh	MazEF act	Mtb UGM inh	Mtb FBA inh	BH1578 lux ind	SARS 3CLpro inh	DUSP3 inh	Rv3671c protease
Cc1cc(C)c2nc3sc(=Cc4ccc(-c5ccccc5C(=O)O)o4)c(=O)n3c2c1	.	0.6	1	.	.	-2	-0.7	.	.	.
Cc1ccc(NC(=O)/C=C/c2ccco2)nc1	2	.	32*	-2	-2.0	0	-0.3	0	12	3
O=C(CSc1nc2nc(-c3cccs3)cc(C(F)(F)F)c2c(=O)[nH]1)NCc1ccco1	-13	5.1	7	1	2.1	95*	-1.2	2	-1	3
O=C(/C=C/c1ccco1)OCC(=O)c1ccc(OC(F)F)cc1	-9	-0.3	13	-3	-2.6	-2	i	.	.	-1
N#Cc1ccc(-c2ccc(C3Nc4ccccc4C(=O)N3O)o2)cc1 (centres undefined)	2	-0.8	15	5	-0.7	6	-8.1	.	.	-7

Of the compounds above, these contain a COOH group:
SMILES	SSB-PriA inh	BioA inh	GDH-TPI inh	MazEF act	Mtb UGM inh	Mtb FBA inh	BH1578 lux ind	SARS 3CLpro inh	DUSP3 inh	Rv3671c protease
Cc1cc(C)c2nc3sc(=Cc4ccc(-c5ccccc5C(=O)O)o4)c(=O)n3c2c1	.	0.6	1	.	.	-2	-0.7	.	.	.
COc1ccc(CCC(=O)O)cc1OC	-14	.	-5	2	1.6	8	0.3	-5	17	-2

Carrying on.
SMILES	SSB-PriA inh	BioA inh	GDH-TPI inh	MazEF act	Mtb UGM inh	Mtb FBA inh	BH1578 lux ind	SARS 3CLpro inh	DUSP3 inh	Rv3671c protease
Cc1[nH]c2ccc3ccccc3c2c(=O)c1C/C=C/Cl	-18	0.1	-2	10	0.8	5	0.9	1	-6	-10
CCOc1ccc(/C=C/C(=O)N(C)CC(=O)Nc2cccc(F)c2)cc1OCC	-2	-0.3	14	1	3.1	7	i	.	.	0
CCCC(c1nnnn1C1CCCCC1)N1CCN(C(=O)c2ccco2)CC1 (centres undefined)	-13	-1.3	1	8	-1.0	-1	-1.4	5	23	6
CCc1c(C)c(C#N)c2nc3ccccc3n2c1N1CCN(c2cc(C)ccn2)CC1	.	.	.	.	1.0	.	.	-2	3	-2
CCCn1c(SC(C(=O)Nc2cc(C)ccc2OC)c2ccccc2)nc2ccccc2c1=O (centres undefined)	-8	.	16	-15	0.7	2	-0.3	3	28	-3
CC(C)(C)c1ccc(CC(=O)N2CCC2(C)C(=O)NCc2cccc3ccccc23)cc1 (centres undefined)	.	-1.6	6	.	.	0	-0.2	.	.	.
Cc1cccc[n+]1CC(=O)Nc1ccccc1	-2	0.1	-5	2	-0.4	0	0.8	-4	9	2
COc1ccccc1S(=O)(=O)NCc1ccc(C(=O)N(C)Cc2ccc(F)cc2)cc1	6	.	7	4	-0.4	6	i	.	.	-8
Cc1c(C(=O)NCCCN2CCCC2=O)oc2ccc(S(=O)(=O)N3CCOCC3)cc12	-12	-0.1	5	4	-1.8	3	3.8	3	40	5
Cc1noc(C)c1C(=O)Nc1nc(-c2ccccc2Cl)cs1	-5	.	-3	-5	0.5	-1	-2.7	1	21	-4
CCOC(=O)C1(CC2CCCCO2)CCN(S(=O)(=O)c2ccc(OC)cc2)CC1 (centres undefined)	-13	.	-7	2	3.1	0	0.4	1	-5	-7
CCCC[C@@H]1C[C@H]1[C@@H](NC(=O)c1ccccc1)c1ccccc1C(F)(F)F	-3	-0.6	-3	-3	4.0	0	i	1	24	-6
CCOC(=O)CNC(=O)C1CCCc2c1[nH]c1ccc(Cl)cc21 (centres undefined)	-8	.	-7	5	1.8	1	-0.3	4	6	-3
CCc1nc(N)c(C#N)c(-c2cccn2C)c1C	-5	.	16	-3	3.6	2	-0.4	-5	.	6
COc1ccc(S(=O)(=O)NC(=O)C2(C)CCN2C(=O)Cc2cc(C)cc(C)c2)cc1 (centres undefined)	.	0.1	11	.	.	-3	-1.5	.	.	.
Cc1ccccc1COn1nnc2ccc(S(=O)(=O)N3CCOCC3)cc21	-11	.	-7	1	2.8	3	-0.3	.	.	-7
CCOc1ccc(NC(=S)NN(C)C(=S)Nc2ccc(OCC)cc2)cc1	40*	.	3	6	-3.3	0	10	2	30	0
Cc1ccc2nsnc2c1S(=O)(=O)N1CCCC1	3	-1.0	13	3	4.3	0	i	4	17	1
COc1ccccc1N1CCN(CCCCN2C(=O)C3CCCN3C2=O)CC1 (centres undefined)	-19	-0.6	5	-2	.	6	i	.	.	.
Cc1cccc(OCc2nnc(SCC(=O)N3CCN(c4ccccc4)CC3)o2)c1C	1	0.7	-7	-6	3.5	5	0.8	6	4	-6
CCOC(=O)C1CCN(C(=O)c2ccccc2NC(=O)C2=C(C)OCCS2)CC1	-14	-1.2	-5	-6	2.3	3	-5.6	-3	30	-6
Cc1ccc(C)c(N2CCN(c3ncccc3[N+](=O)[O-])CC2)c1	29	-0.1	2	9	-0.3	2	-1.6	0	.	2
O=C(CCCCn1c(=O)[nH]c2ccccc2c1=O)NCCC1=CCCCC1	-7	-1.2	10	2	0.0	3	.	11	20	2
COc1c(S(=O)(=O)N2CCCC2)ccc(Cl)c1Cl	-13	-0.3	4	2	1.4	10	-7.2	0	4	-5
CC1(C)C(=S)N(Cc2ccccc2)c2ccccc21	-36	-1.2	17	1	-0.7	0	i	1	-16	3
CCOc1ccc(C(=O)OCC(=O)Nc2ccc(SC(F)F)cc2)cc1OCC	-10	-2.6	9	-12	-2.6	-2	-0.2	5	4	-27
OCCOCCn1c(CCNc2nc(-c3ccc(Cl)cc3)cs2)nc2cc(Cl)c(Cl)cc21	-6	-1.9	-2	-10	-2.5	-1	0.8	.	.	-7
Cc1ccc(-c2nc3c(c(SCC(=O)N4CCOCC4)n2)Cc2c(CO)cnc(C)c2O3)cc1	11	1.1	18	6	2.8	-2	i	-5	3	-6
COc1ccc(C2OC(=O)CC2C(=O)NCc2ccc(C)cc2)cc1OC (centres undefined)	4	2.0	2	-7	-1.4	0	-5.6	0	27	2
COc1ccc(OCC(=O)Nc2ccc3c(c2)nc(CN2CCN(C(C)=O)CC2)n3C)cc1	-2	0.5	0	-5	3.2	4	i	-5	43	8
CC(C)(C)c1ccccc1N=Cc1ccc2ccccc2n1	-10	0.3	-4	-1	-2.6	-1	2.9	-5	20	0
COc1ccc(CCNC(=O)c2cc(C3CC3)nc3c2cnn3C(C)C)cc1	-13	1.5	12	-7	-1.6	2	-0.5	.	.	0
Cc1cccc(C(C(=O)NC2CCCC2)N(Cc2cccnc2)C(=O)c2csnn2)c1 (centres undefined)	-5	0.5	-5	7	-0.8	-7	i	0	-15	4
COc1ccc(S(=O)(=O)Cc2ccc(C(=O)N3CCN(c4ncccn4)CC3)o2)cc1	-5	0.0	-12	16	2.8	5	-0.3	0	.	3
COc1ccc(CCNC(=O)c2ccc(Cl)cc2)cc1	-11	0.1	-2	-6	0.5	-6	-1.6	-2	19	-1
Cc1cc(C(C)(C)C)nc2[nH]n(-c3ccccc3)c(=O)c12	-1	.	-10	3	-4.4	-2	-11	-4	28	2
COC1CCCN(C(=O)c2ccc3oc(Cc4ccc(Cl)cc4)nc3c2)C1 (centres undefined)	-17	2.7	1	3	4.3	-2	-0.4	0	6	1
Cc1cc(-c2nnc(CCC(=O)NC(C)c3cccc4ccccc34)o2)no1 (centres undefined)	1	.	11	13	1.5	5	-4.3	2	9	4
COc1ccc(CCC(=O)OCc2csc(CC(=O)Nc3ccc(C)cc3)n2)cc1OC	-10	4.1	-5	-7	0.6	1	-1.3	.	.	-10
Cc1ccc(CNC(=O)CSc2nnc(CNC(=O)c3ccccc3)o2)cc1	-15	-0.8	4	9	0.7	1	0.2	-6	24	-2
Cn1c(CC(=O)NNC(=O)c2ccccc2[N+](=O)[O-])nc2ccccc21	2	-2.3	-9	9	.	2	0.7	.	.	-2
COCCCNC(=O)c1ccc2c(=O)n(Cc3ccc(Cl)cc3)c(=S)[nH]c2c1	-14	-13	6	11	-1.8	3	-0.3	-2	6	-1
CCCCN1C(=O)c2ccc(C(=O)OCC(=O)NCCc3ccc(S(N)(=O)=O)cc3)cc2C1=O	1	0.6	3	3	-2.8	-1	-0.8	.	.	5
Cn1c(=O)c2c(nc(Sc3ncnn3CC(=O)NC3CCCCC3)n2C)n(C)c1=O	-13	.	17	3	0.5	9	i	0	-5	-8
COc1ccc2[nH]c(C)c(CCNCc3cn(C)c4ccccc34)c2c1	43	.	5	14	1.7	1	i	.	.	0
CC(=O)c1ccc(NC(=O)C2CC(=O)Nc3nc4ccccc4n32)cc1 (centres undefined)	-13	-1.6	5	4	-0.6	1	i	8	23	-1
O=C1NC(=O)C2(Cc3ccccc3N3CCCC32)C(=O)N1c1ccc(Cl)cc1 (centres undefined)	0	3.5	.	-1	1.4	.	9.7	2	2	-10
CCOc1ccc(C(CC(=O)O)NC(=O)c2ccco2)cc1 (centres undefined)	-15	-1.8	-7	0	-2.2	0	i	1	18	-6
C/C(=N\NC(=O)C1(C)NC(C)(C)Cc2ccccc21)c1ccccc1 (centres undefined)	.	.	0	4	0.3	-1	-0.8	-3	-3	9

Screens from PubChem.
